CRFBP-R2 agonist – agonists of human CRF-binding protein/CRF-R2 receptor complex; HEK293 CRF-R2/CRF-BP, calcium dye fluorescence (FLIPR); percent of saturating CRF peptide response; 0.46% of 350,000 active; activation, % at 13.2 µM;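 active = activation of at least 50%, plus an integration ratio under a set limit after plate pattern correction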;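 also: plate controls were neutral control wells without compound for no effect and CRF at EC100 for full effect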
M5 ag – CHRM5 agonism in calcium assay; P08912; CHO-K1 hM5 cells, Fluo-8 calcium fluorescence; 0% DMSO wells, 100% maximal acetylcholine response; activation, % at 3 µM; 0.19% of 360,000 active; AID 624037;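 active = activation above the run's mean over test compounds plus 3 SD, cut at about 23% in these data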;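 also: signal is peak over basal fluorescence ratio across the kinetic read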
Target sequence (P08912 whole entry, looked up): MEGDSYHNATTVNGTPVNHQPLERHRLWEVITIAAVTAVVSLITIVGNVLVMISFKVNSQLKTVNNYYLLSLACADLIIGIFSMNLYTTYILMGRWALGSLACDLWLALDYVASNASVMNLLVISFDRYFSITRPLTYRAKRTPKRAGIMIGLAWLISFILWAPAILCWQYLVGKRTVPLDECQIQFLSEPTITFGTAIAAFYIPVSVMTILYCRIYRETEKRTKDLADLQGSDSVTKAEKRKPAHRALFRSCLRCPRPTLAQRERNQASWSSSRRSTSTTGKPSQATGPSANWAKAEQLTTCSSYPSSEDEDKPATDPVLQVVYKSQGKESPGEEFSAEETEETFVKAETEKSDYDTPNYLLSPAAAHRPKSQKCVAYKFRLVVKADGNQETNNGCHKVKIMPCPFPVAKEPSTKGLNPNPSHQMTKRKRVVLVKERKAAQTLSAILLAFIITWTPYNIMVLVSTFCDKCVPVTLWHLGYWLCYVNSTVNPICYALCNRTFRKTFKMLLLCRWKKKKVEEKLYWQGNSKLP
M5 PAM – positive allosteric modulators of human muscarinic M5 receptor; P08912; activation, % at 3 µM; CHO-K1 hM5, Fluo-8 calcium, ACh EC20 PAM; 0% = ACh EC20, 100% = ACh EC100; 0.3% of 360,000 active;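 active = activation above the run cutoff, the mean activation of all test compounds plus 3 SD, cut at about 18% in these data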
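Measured by: Fluo-8 calcium fluorescence; material: human M5 receptor in CHO-K1 cells; schedule: Post-acetylcholine fluorescence recording 140 s; benchmarks: low control EC20 acetylcholine (0%), high control EC100 acetylcholine (100%); read-out: Max/basal fluorescence ratio as % of EC20–EC100 ACh window; compound: single dose, 3 µM nominal final test concentration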
M4 ag – CHRM4 agonism in calcium assay | P08173 | activation, % at 3 µM | CHO-K1 hM4/Gqi5, Fluo-8 calcium fluorescence; vehicle 0%, full acetylcholine response 100% | 0.14% of 360,000 active;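 active = activation above the run mean over all test wells plus 3 SD, cut at about 32% in these data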;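 also: peak over basal fluorescence ratio per well then scaled between controls; 0% = DMSO wells and 100% = acetylcholine at EC100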
Target sequence (P08173 whole entry, looked up): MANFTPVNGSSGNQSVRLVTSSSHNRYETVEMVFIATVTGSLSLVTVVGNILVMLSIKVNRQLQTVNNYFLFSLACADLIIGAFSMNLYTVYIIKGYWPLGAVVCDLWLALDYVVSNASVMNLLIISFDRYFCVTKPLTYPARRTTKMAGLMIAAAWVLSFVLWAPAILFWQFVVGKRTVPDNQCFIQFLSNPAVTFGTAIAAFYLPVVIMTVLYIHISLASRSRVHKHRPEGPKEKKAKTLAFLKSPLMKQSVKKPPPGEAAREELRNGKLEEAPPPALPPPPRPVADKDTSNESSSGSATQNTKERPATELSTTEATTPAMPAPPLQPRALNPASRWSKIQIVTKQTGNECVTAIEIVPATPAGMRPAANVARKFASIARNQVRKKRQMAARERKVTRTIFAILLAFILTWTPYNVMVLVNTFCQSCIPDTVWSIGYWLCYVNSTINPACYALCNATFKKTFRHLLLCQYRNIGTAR
IDE cell inh – inhibitors of human insulin-degrading enzyme in cells; 0.41% of 320,000 active; HEK cells, FAbetaB cleavage, fluorescence polarization; inhibition, % at 5.59 µM;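 active = percent inhibition above the average of all tested compounds plus 3 SD, set per screening campaign, cut at about 16% in these data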;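 also: IDE supplied by intact live HEK cells; FP after avidin binding of uncleaved biotin substrate so inhibition keeps polarization high; 0% = DMSO wells and 100% = 60 µM reference IDE inhibitor Ii1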
CHRM4 PAM – CHRM4 positive allosteric modulation; P08173; CHO-K1 hM4/Gqi5, Fluo-8 calcium fluorescence, ACh EC20; 0% = ACh EC20, 100% = maximal ACh; activation, % at 3 µM; 0.4% of 360,000 active;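 active = activation above its plate's cutoff, the mean activation of sample wells plus 3 SD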; also: some results filed as inactive read as strong as hits
CRFBP-R2 block – antagonists of CRF-binding protein/CRF-R2 receptor complex; inhibition, % at 11.8 µM; HEK293 CRF-R2/CRF-BP, CRF-induced calcium fluorescence; 0.59% of 350,000 active;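 active = inhibition of the ligand-induced calcium signal above about 50% at the single tested concentration, limit read from the data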
CHRM4 antagonist – CHRM4 antagonism in calcium assay. AID 624125. P08173. CHO-hM4 cells, ACh EC80, Fluo-8 calcium fluorescence. inhibition, % at 3 µM. 0.73% of 360,000 active;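 active = inhibition above its plate's cutoff, the mean inhibition of sample wells plus 3 SD, cut at about 27% in these data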;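 also: 0% = acetylcholine EC80 with DMSO and 100% = DMSO without agonist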
CHRM5 antagonist – antagonists of human muscarinic M5 receptor (CHRM5); P08912; CHO-hM5 cells, Fluo-8 calcium fluorescence, ACh EC80; inhibition, % at 3 µM; 0.59% of 360,000 active; AID 624040;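 active = inhibition above a per-plate cutoff, the mean of that plate's test compounds plus 3 SD, cut at about 27% in these data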;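 also: 0% = acetylcholine EC80 with DMSO and 100% = DMSO without agonist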
An asterisk follows results filed as active.

What do the screens show for `Cc1sc2ncn(CC(=O)N3CCN(c4ccc(F)cc4)CC3)c(=O)c2c1S(=O)(=O)N1CCOCC1`?
CRFBP-R2 agonist: -0.4; M5 ag: -2; M5 PAM: -2; M4 ag: 2; IDE cell inh: -1; CHRM4 PAM: -7; CRFBP-R2 block: -1; CHRM4 antagonist: 0; CHRM5 antagonist: 17

Results for COc1ccccc1NC(=O)COC(=O)COc1cccc2c1OC(C)(C)C2 ?
CRFBP-R2 agonist: -2.2; M5 ag: 0; M5 PAM: -1; M4 ag: 2; IDE cell inh: 3; CHRM4 PAM: 7; CRFBP-R2 block: -3; CHRM4 antagonist: -20; CHRM5 antagonist: 2

What do the screens show for `CCC1(CCC(C)C)SC(N)=NC1=O` (stereo not given)?
CRFBP-R2 agonist: -0.8; M5 ag: -3; M5 PAM: 9; M4 ag: 1; CHRM4 PAM: 8; CRFBP-R2 block: -2; CHRM4 antagonist: -19; CHRM5 antagonist: -19

Results for CCOC(=O)c1cnn(-c2ccccc2)c1-n1cccc1C(=O)C(=O)N(CC)CC ?
CRFBP-R2 agonist: -0.3; M5 ag: -1; M5 PAM: 1; M4 ag: 0; IDE cell inh: 3; CHRM4 PAM: 4; CRFBP-R2 block: -2; CHRM4 antagonist: 0; CHRM5 antagonist: 8

What do the screens show for `O=P1(O)Cc2ccccc2-c2ccccc21`?
CRFBP-R2 agonist: 0.3; M5 ag: 4; M5 PAM: 10; M4 ag: 1; CHRM4 PAM: 4; CRFBP-R2 block: 13; CHRM4 antagonist: -5; CHRM5 antagonist: 4

Results for Cc1cc(C)c(S(=O)(=O)Nc2ccc(C(=O)O)cc2)cc1S(=O)(=O)Nc1ccc(C(=O)O)cc1 ?
CRFBP-R2 agonist: 0.3; M5 ag: -2; M5 PAM: 4; M4 ag: 0; IDE cell inh: 4; CHRM4 PAM: 4; CRFBP-R2 block: 27; CHRM4 antagonist: 5; CHRM5 antagonist: 6

How did Cc1ccc(N(CC(=O)NC(C)c2ccccc2)S(=O)(=O)c2c(C)n[nH]c2C)cc1 (stereo not given) do in these assays?
CRFBP-R2 agonist: 0.1; M5 ag: -4; M5 PAM: -2; M4 ag: 4; IDE cell inh: 1; CHRM4 PAM: -11; CRFBP-R2 block: -19; CHRM4 antagonist: -4; CHRM5 antagonist: -2

Results for O=C(Nc1nc(-c2cccc(Br)c2)cs1)Oc1ccccc1 ?
CRFBP-R2 agonist: -0.4; M5 ag: 3; M5 PAM: 0; M4 ag: 0; IDE cell inh: 3; CHRM4 PAM: 8; CRFBP-R2 block: 18; CHRM4 antagonist: -4; CHRM5 antagonist: 1

Results for COC(=O)c1ccc(Cl)c(NC(=O)CSc2ncn[nH]2)c1 ?
CRFBP-R2 agonist: -0.1; M5 ag: 0; M5 PAM: 1; M4 ag: 0; IDE cell inh: 0; CHRM4 PAM: 11; CRFBP-R2 block: 1; CHRM4 antagonist: -4; CHRM5 antagonist: 2

How did CN(C)c1ccc(C(CC(=O)O)NC(=O)c2ccc(Cl)cc2)cc1 (stereo not given) do in these assays?
CRFBP-R2 agonist: -2.2; M5 ag: -2; M5 PAM: 6; M4 ag: 1; IDE cell inh: 1; CHRM4 PAM: 4; CRFBP-R2 block: 2; CHRM4 antagonist: 1; CHRM5 antagonist: 0

Results for CCCCCN(C(=O)CCC(=O)OCC(=O)N1CCCCC1)c1c(N)n(CCCC)c(=O)[nH]c1=O ?
CRFBP-R2 agonist: 1.6; M5 ag: -4; M5 PAM: 3; M4 ag: 1; IDE cell inh: -7; CHRM4 PAM: -1; CRFBP-R2 block: 1; CHRM4 antagonist: -4; CHRM5 antagonist: 2

Results for O=C(c1cc(COc2ccc(F)cc2Cl)on1)N1CCCC(c2ccccc2)C1 (stereo not given) ?
CRFBP-R2 agonist: 11; M5 ag: -5; M5 PAM: -9; M4 ag: 4; IDE cell inh: 3; CHRM4 PAM: 6; CRFBP-R2 block: -29; CHRM4 antagonist: -2; CHRM5 antagonist: -3

What do the screens show for `O=C(Nc1ccccc1)c1ccccc1CC[N+](=O)[O-]`?
CRFBP-R2 agonist: 0.5; M5 ag: -4; M5 PAM: 11; M4 ag: 0; IDE cell inh: -4; CHRM4 PAM: 14; CRFBP-R2 block: -7; CHRM4 antagonist: 0; CHRM5 antagonist: 1

How did COC(=O)c1ccc(C2/C(=C(/O)c3ccc(OC)cc3)C(=O)C(=O)N2Cc2ccco2)cc1 (stereo not given) do in these assays?
CRFBP-R2 agonist: 0.9; M5 ag: 0; M5 PAM: 8; M4 ag: 1; IDE cell inh: 9; CHRM4 PAM: 9; CRFBP-R2 block: -4; CHRM4 antagonist: -3; CHRM5 antagonist: -6

What do the screens show for `CSc1nc2nc(-c3ccccc3)cc(C(F)(F)F)n2n1`?
CRFBP-R2 agonist: 0.2; M5 ag: -2; M5 PAM: -3; M4 ag: -1; IDE cell inh: 3; CHRM4 PAM: 1; CRFBP-R2 block: 30; CHRM4 antagonist: 1; CHRM5 antagonist: -4

Results for O=C(CCCCn1c(=O)[nH]c2ccccc2c1=O)N1CCN(c2ncccn2)CC1 ?
CRFBP-R2 agonist: 0.6; M5 ag: 3; M5 PAM: -2; M4 ag: 2; IDE cell inh: 3; CHRM4 PAM: -6; CRFBP-R2 block: -2; CHRM4 antagonist: 0; CHRM5 antagonist: -2

Results for CCOc1ccc(S(=O)(=O)Nc2cccc(C(=O)N3CCN(c4cccc(OC)c4)CC3)c2)cc1 ?
CRFBP-R2 agonist: 0.9; M5 ag: -1; M5 PAM: -5; M4 ag: 9; IDE cell inh: -3; CHRM4 PAM: -10; CRFBP-R2 block: -8; CHRM4 antagonist: 4; CHRM5 antagonist: 9

Results for O=C(N/N=C1/CCc2ccccc21)C1CC1 ?
CRFBP-R2 agonist: -3.2; M5 ag: -1; M5 PAM: -5; M4 ag: 0; IDE cell inh: -5; CHRM4 PAM: -6; CRFBP-R2 block: -5; CHRM4 antagonist: 5; CHRM5 antagonist: 5

What do the screens show for `COC(=O)C/C(N)=C(\C#N)C(=O)OC`?
CRFBP-R2 agonist: 0.2; M5 ag: -1; M5 PAM: -7; M4 ag: 1; IDE cell inh: 5; CHRM4 PAM: -15; CRFBP-R2 block: 3; CHRM4 antagonist: 2; CHRM5 antagonist: 8

What do the screens show for `S=C(NCCc1ccccc1)Nc1ccccc1`?
CRFBP-R2 agonist: -1.7; M5 ag: 1; M5 PAM: 5; M4 ag: 1; IDE cell inh: 14; CHRM4 PAM: 4; CRFBP-R2 block: 14; CHRM4 antagonist: -8; CHRM5 antagonist: -4

What do the screens show for `COCCNC(=O)c1c[nH]c2ccc(OC)cc2c1=O`?
CRFBP-R2 agonist: -0.3; M5 ag: 1; M5 PAM: -5; M4 ag: 0; IDE cell inh: 7; CHRM4 PAM: -7; CRFBP-R2 block: -9; CHRM4 antagonist: 6; CHRM5 antagonist: -5

How did CCOc1ccc(C(=O)NCC(=O)N2CCCCCCC2)cc1 do in these assays?
CRFBP-R2 agonist: -0.7; M5 ag: -2; M5 PAM: -6; M4 ag: 2; IDE cell inh: -4; CHRM4 PAM: 11; CRFBP-R2 block: 3; CHRM4 antagonist: -22; CHRM5 antagonist: -2

Results for CCOc1ccc2c(c1)sc(N)[n+]2Cc1cc(C)cc2cccnc12 ?
CRFBP-R2 agonist: -0.4; M5 ag: 0; M5 PAM: -8; M4 ag: 8; IDE cell inh: 2; CHRM4 PAM: -23; CRFBP-R2 block: -23; CHRM4 antagonist: 4; CHRM5 antagonist: 8

How did COc1cc(C(=S)N2CCOCC2)cc(OC)c1OC(=O)c1cc([N+](=O)[O-])cc([N+](=O)[O-])c1 do in these assays?
CRFBP-R2 agonist: 0.4; M5 ag: -3; M5 PAM: 1; M4 ag: 0; IDE cell inh: 0; CHRM4 PAM: -5; CRFBP-R2 block: -2; CHRM4 antagonist: 15; CHRM5 antagonist: 11

How did COc1cc(O)c(C(C)=O)c(CC(=O)O)c1 do in these assays?
CRFBP-R2 agonist: -0.1; M5 ag: 2; M5 PAM: -1; M4 ag: 1; IDE cell inh: 5; CHRM4 PAM: 12; CRFBP-R2 block: -1; CHRM4 antagonist: -34; CHRM5 antagonist: -6

What do the screens show for `Cc1ccc(F)cc1NC(=O)N1c2ccccc2NC(=O)CC1C` (stereo not given)?
CRFBP-R2 agonist: -1.7; M5 ag: -2; M5 PAM: 2; M4 ag: 0; IDE cell inh: 1; CHRM4 PAM: -11; CRFBP-R2 block: -4; CHRM4 antagonist: -1; CHRM5 antagonist: 0

What do the screens show for `C[C@@H](C(=O)O)[C@@H]1C[C@@]1(C)[C@@H](NC(=O)OCc1ccccc1)c1ccccc1`?
CRFBP-R2 agonist: -0.1; M5 ag: 0; M5 PAM: 2; M4 ag: 0; IDE cell inh: 6; CHRM4 PAM: -4; CRFBP-R2 block: -1; CHRM4 antagonist: -4; CHRM5 antagonist: 4

Results for Cc1ccc(S(=O)(=O)N2CCN(CC(=O)N/N=C\C(Cl)=C\c3ccccc3)CC2)cc1 ?
CRFBP-R2 agonist: -1.6; M5 ag: -1; M5 PAM: -4; M4 ag: 0; IDE cell inh: 3; CHRM4 PAM: 5; CRFBP-R2 block: -55; CHRM4 antagonist: 6; CHRM5 antagonist: 6

Results for O=C(Nc1ccccc1OCc1ccccc1)c1ccccc1Br ?
CRFBP-R2 agonist: 2.3; M5 ag: -4; M5 PAM: -3; M4 ag: -2; IDE cell inh: 0; CHRM4 PAM: -7; CRFBP-R2 block: 4; CHRM4 antagonist: 6; CHRM5 antagonist: 7

Results for CCCC(C)c1nnc(NC(=O)C2CC(=O)N(CCc3ccc(F)cc3)C2)s1 (stereo not given) ?
CRFBP-R2 agonist: -1.0; M5 ag: 1; M5 PAM: -2; M4 ag: 20; IDE cell inh: 1; CHRM4 PAM: -4; CRFBP-R2 block: 2; CHRM4 antagonist: -1; CHRM5 antagonist: 5

Results for O=C(/C=C/c1ccccc1[N+](=O)[O-])OC1CCCCC1=O (stereo not given) ?
CRFBP-R2 agonist: -1.0; M5 ag: -5; M5 PAM: 9; M4 ag: 1; IDE cell inh: -2; CHRM4 PAM: 1; CRFBP-R2 block: -17; CHRM4 antagonist: -5; CHRM5 antagonist: 3

Results for COc1ccnc(Oc2ccc(F)cc2)c1C(=O)N/C=N/OCc1ccc(F)cc1 ?
CRFBP-R2 agonist: 8.7; M5 ag: 20; M5 PAM: -8; M4 ag: 15; IDE cell inh: 5; CHRM4 PAM: -4; CRFBP-R2 block: -37; CHRM4 antagonist: 9; CHRM5 antagonist: -1

Results for S=C(Cc1cccnc1)N1CCOCC1 ?
CRFBP-R2 agonist: -0.8; M5 ag: -1; M5 PAM: 1; M4 ag: 0; IDE cell inh: 0; CHRM4 PAM: 2; CRFBP-R2 block: 1; CHRM4 antagonist: -5; CHRM5 antagonist: 0

Results for O=C(CSc1nnc(C2CC2)n1Cc1ccccc1)N1CCNC1=O ?
CRFBP-R2 agonist: -0.9; M5 ag: -2; M5 PAM: 4; M4 ag: 0; IDE cell inh: 7; CHRM4 PAM: 8; CRFBP-R2 block: 3; CHRM4 antagonist: -13; CHRM5 antagonist: -1

What do the screens show for `FC(F)(F)c1ccc(/C=N/n2c(C3CCCCC3)n[nH]c2=S)cc1`?
CRFBP-R2 agonist: 0.5; M5 ag: -3; M5 PAM: 1; M4 ag: 1; IDE cell inh: -1; CHRM4 PAM: 2; CRFBP-R2 block: -17; CHRM4 antagonist: -5; CHRM5 antagonist: 8

Source: PubChem BioAssay (several laboratories)
